Gli-Sufu antag: antagonists of Gli-Sufu signaling | Sufu-KO-LIGHT fibroblasts, Gli luciferase reporter luminescence | AID 588413 | inhibition, % at 5 µM | 340,000 tested, 0.74% active;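 active = inhibition above about 55%, limit read from the data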;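 also: 0% = DMSO-treated cells and 100% = wells with medium but no cells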
UBC13 polyUb: inhibitors of human UBC13 polyubiquitin chain formation; P61088; TR-FRET; inhibition, % at 20 µM; 330,000 tested, 0.47% active; in the data active = inhibition above about 45%, passing the limit was not always enough
Jurkat NFkB inh: inhibitors of the PMA/ionomycin-induced NF-kB reporter in Jurkat cells; PMA/ionomycin-induced NF-kB luciferase reporter, luminescence; inhibition, % at 4 µM; 330,000 tested, 0.53% active; AID 435003
CCR6 antagonist: antagonists of human CCR6 receptor; 340,000 tested, 0.49% active; CHO-K1 CCR6 PathHunter beta-arrestin, luminescence, CCL20-stimulated; P51684; AID 493098; inhibition, % at 20 µM;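 active = compounds whose inhibition of the agonist-driven luminescence signal at 20 µM reaches about 50%, limit read from the data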;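 also: cells stimulated with CCL20 at 14 nM final; plate controls were DMSO with CCL20 for no effect and DMSO without agonist for full effect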
Target sequence (P51684 whole entry, looked up): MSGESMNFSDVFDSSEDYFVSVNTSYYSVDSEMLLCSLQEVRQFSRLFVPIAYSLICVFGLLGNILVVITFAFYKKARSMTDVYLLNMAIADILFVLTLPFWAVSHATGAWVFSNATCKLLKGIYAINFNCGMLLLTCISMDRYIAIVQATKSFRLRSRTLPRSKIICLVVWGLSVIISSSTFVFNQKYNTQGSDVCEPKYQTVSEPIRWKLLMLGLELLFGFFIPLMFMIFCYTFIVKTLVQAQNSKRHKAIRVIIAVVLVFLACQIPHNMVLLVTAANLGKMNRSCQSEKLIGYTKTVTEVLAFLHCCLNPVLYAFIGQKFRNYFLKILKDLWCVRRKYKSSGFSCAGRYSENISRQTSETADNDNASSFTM
SENP8 inh: blocks the human protease SENP8; Q96LD8; purified SENP8, Z-RLRGG-aminoluciferin cleavage, luminescence; inhibition, % at 10 µM; 330,000 tested, 1.2% active
Target sequence (Q96LD8 whole entry, looked up): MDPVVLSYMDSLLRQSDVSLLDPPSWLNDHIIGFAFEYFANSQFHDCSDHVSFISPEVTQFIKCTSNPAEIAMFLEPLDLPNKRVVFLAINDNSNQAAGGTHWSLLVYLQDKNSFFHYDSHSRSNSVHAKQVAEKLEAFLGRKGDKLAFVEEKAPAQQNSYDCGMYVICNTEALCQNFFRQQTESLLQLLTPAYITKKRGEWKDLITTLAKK
697 NFkB inh: inhibitors of the PMA/ionomycin-induced NF-kB reporter in 697 B cells; 330,000 tested, 0.33% active; 697 B-cell NF-kB luciferase reporter, 16 h; inhibition, % at 4 µM; in the data active = inhibition above about 35%
Apaf-1 inh: human Apaf-1 inhibition; O14727; reconstituted apoptosome caspase-3 activity, DEVD-Rh110 fluorescence; inhibition, % at 20 µM; 330,000 tested, 0.71% active; AID 489030; active = inhibition of at least 40% at 20 µM;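 also: plate controls were DMSO wells for no effect and DEVD-CHO caspase inhibitor wells for full effect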
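System – cell-free apoptosome with Apaf-1, procaspase-3 and caspase-9 · Buffer or medium – pH 7.5 Hepes buffer with CHAPS, BSA, DTT · Also added – cytochrome c with DEVD-Rh110 · Times – 30 min compound preincubation, 50 min activation, room temperature · Technique – Rh110 fluorescence intensity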
EBI2 antag: antagonists of human EBI2 receptor; inhibition, % at 5 µM; EBI2 beta-arrestin recruitment, luminescence, 7a,25-OHC stimulated; 360,000 tested, 0.81% active; AID 651636; in the data active = inhibition above about 38%;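 also: enzyme fragment complementation signal reports receptor beta-arrestin coupling in cells; 0% = agonist plus DMSO wells and 100% = wells without agonist; some results beyond the cut were filed as inactive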
Target sequence (P32249 whole entry, looked up, the tested form may be a part): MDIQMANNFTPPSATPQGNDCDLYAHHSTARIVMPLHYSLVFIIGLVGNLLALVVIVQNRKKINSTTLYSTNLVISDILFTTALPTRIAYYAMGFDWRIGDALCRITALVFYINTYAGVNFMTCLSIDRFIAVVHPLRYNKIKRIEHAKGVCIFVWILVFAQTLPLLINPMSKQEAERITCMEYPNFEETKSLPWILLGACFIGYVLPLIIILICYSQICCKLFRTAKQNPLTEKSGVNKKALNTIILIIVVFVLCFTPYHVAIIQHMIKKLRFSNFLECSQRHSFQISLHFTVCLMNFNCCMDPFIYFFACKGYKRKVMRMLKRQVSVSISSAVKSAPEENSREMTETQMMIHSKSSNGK
An asterisk follows results filed as active. Rule as the data show it, unless noted: active = inhibition above about 50%; inactive = the rest. Only part of the results is shown; count on the stated rates, not on these rows.

O=C(Nc1ccc2c(c1)OCCO2)c1c(F)cccc1F was read as Gli-Sufu antag -65, UBC13 polyUb 12, Jurkat NFkB inh -72, CCR6 antagonist -12, SENP8 inh -12, 697 NFkB inh -75, Apaf-1 inh -2 and EBI2 antag -3.
For COC(=O)c1ccc(C(=S)NCC2(N(C)C)CCCCC2)cc1 the results were Gli-Sufu antag 13, UBC13 polyUb 3, Jurkat NFkB inh -1, CCR6 antagonist 7, SENP8 inh 1, 697 NFkB inh -5, Apaf-1 inh 5 and EBI2 antag 2.
Oc1ccccc1N=Cc1ccc[nH]1 was read as Gli-Sufu antag 6, UBC13 polyUb 1, Jurkat NFkB inh -20, CCR6 antagonist 14, SENP8 inh 8, 697 NFkB inh -4, Apaf-1 inh 13 and EBI2 antag -1.
CC1CCN(S(=O)(=O)c2ccc3c(c2)oc(=O)n3CC(=O)NCc2ccc3c(c2)OCO3)CC1 was read as Gli-Sufu antag 6, UBC13 polyUb 4, Jurkat NFkB inh 20, CCR6 antagonist -7, SENP8 inh 7, 697 NFkB inh 0, Apaf-1 inh 11 and EBI2 antag -3.
`CC(C)Cc1nn2c(=O)cc(O)nc2s1` gave Gli-Sufu antag -4, UBC13 polyUb -6, Jurkat NFkB inh 4, CCR6 antagonist 14, SENP8 inh 4, 697 NFkB inh -3, Apaf-1 inh -7 and EBI2 antag -10.
For COc1ccc(Cc2nnc(SCC(=O)NCC3CCCO3)o2)cc1 (stereo unspecified) the results were Gli-Sufu antag 7, UBC13 polyUb -7, Jurkat NFkB inh 8, CCR6 antagonist -10, SENP8 inh 9, 697 NFkB inh 5, Apaf-1 inh -8 and EBI2 antag -7.
COc1ccc(CNCC(O)(c2ccccc2)c2ccc(F)cc2)cc1 (stereo unspecified) was read as Gli-Sufu antag -36, UBC13 polyUb 6, Jurkat NFkB inh -10, CCR6 antagonist 16, SENP8 inh -7, 697 NFkB inh -17, Apaf-1 inh 7 and EBI2 antag 0.
O=C(c1cc(COc2c(F)cccc2F)on1)N1CCC(c2ccncc2)CC1 was read as Gli-Sufu antag 47, UBC13 polyUb -15, Jurkat NFkB inh 31, CCR6 antagonist 2, SENP8 inh -8, 697 NFkB inh -11, Apaf-1 inh 3 and EBI2 antag 3.
Screening O=C(O)CCS(=O)(=O)c1ccccc1Cl returned Gli-Sufu antag -17, UBC13 polyUb 3, Jurkat NFkB inh 2, CCR6 antagonist 9, SENP8 inh -6, 697 NFkB inh -2, Apaf-1 inh -14 and EBI2 antag 10.
For COc1ccc(C(O)P(=O)(OC(C)C)OC(C)C)cc1OC (stereo unspecified) the results were Gli-Sufu antag -2, UBC13 polyUb 25, Jurkat NFkB inh -3, CCR6 antagonist 1, SENP8 inh -3, 697 NFkB inh 3, Apaf-1 inh -17 and EBI2 antag -1.
`O=C1CC(c2cccs2)CC2=C1C(c1ccccc1)n1ncnc1N2` (stereo unspecified) gave Gli-Sufu antag 1, UBC13 polyUb 3, Jurkat NFkB inh 10, CCR6 antagonist -4, SENP8 inh -4, 697 NFkB inh 15, Apaf-1 inh -4 and EBI2 antag 2.
C#CCn1c(-c2ccccc2)ccc(C#N)c1=O was read as Gli-Sufu antag -4, UBC13 polyUb 3, Jurkat NFkB inh -7, CCR6 antagonist 6, SENP8 inh -8, 697 NFkB inh -10, Apaf-1 inh 8 and EBI2 antag 12.
COC(=O)N/N=C/c1cc(Cl)cc(Cl)c1OCc1ccccc1 was read as Gli-Sufu antag 6, UBC13 polyUb 10, Jurkat NFkB inh -7, CCR6 antagonist 3, SENP8 inh -6, 697 NFkB inh 11, Apaf-1 inh 3 and EBI2 antag 2.
For Cn1cc(C(=O)c2ccc(Cl)cc2Cl)cc1C(=O)N/N=C(\N)COc1ccc(Cl)cc1 the results were Gli-Sufu antag -2, UBC13 polyUb -15, Jurkat NFkB inh 18, CCR6 antagonist 6, SENP8 inh 6, 697 NFkB inh -1, Apaf-1 inh -9 and EBI2 antag 8.
For Cc1cccc2c1N(CCOc1ccccc1)C(=O)C2=O the results were Gli-Sufu antag 4, UBC13 polyUb -13, Jurkat NFkB inh -2, CCR6 antagonist 40, SENP8 inh 2, 697 NFkB inh -55, Apaf-1 inh -3 and EBI2 antag 11.
For CCC(C)NC(=O)C1CCN(S(=O)(=O)c2ccc3nc4c(c(C(=O)O)c3c2)CCCCC4)CC1 (stereo unspecified) the results were Gli-Sufu antag 42, UBC13 polyUb -8, Jurkat NFkB inh -9, CCR6 antagonist 8, SENP8 inh 2, 697 NFkB inh -17, Apaf-1 inh 6 and EBI2 antag -7.
Cc1ccc(NC(=O)c2cc3c(s2)CCCC3)cc1 was read as Gli-Sufu antag -83, UBC13 polyUb -7, Jurkat NFkB inh -144, CCR6 antagonist 4, SENP8 inh -10, 697 NFkB inh -146, Apaf-1 inh 15 and EBI2 antag 3.
Screening COc1ccc(CCN=Cc2ccc(O)cc2)cc1OC returned Gli-Sufu antag -20, UBC13 polyUb -3, Jurkat NFkB inh 1, CCR6 antagonist 8, SENP8 inh 4, 697 NFkB inh 12, Apaf-1 inh -12 and EBI2 antag -6.
COc1ccc(S(=O)(=O)N(C)C)cc1NC(=O)c1ccc2c(c1)OCCO2 was read as Gli-Sufu antag -10, UBC13 polyUb 8, Jurkat NFkB inh 2, CCR6 antagonist 3, SENP8 inh -2, 697 NFkB inh 15, Apaf-1 inh -6 and EBI2 antag -3.
Screening Oc1ccc(/C=N/Nc2cc(N3CCCC3)nc(N3CCCC3)n2)cc1 returned Gli-Sufu antag 7, UBC13 polyUb -11, Jurkat NFkB inh 13, CCR6 antagonist 5, SENP8 inh 36, 697 NFkB inh -22, Apaf-1 inh 97* and EBI2 antag 55*.
For Cc1ccc(NS(=O)(=O)c2cccc(C(=O)NCCCn3ccnc3)c2)cc1 the results were Gli-Sufu antag -7, UBC13 polyUb 0, Jurkat NFkB inh 8, CCR6 antagonist 4, SENP8 inh -3, 697 NFkB inh -10, Apaf-1 inh 3 and EBI2 antag -2.
Screening Cc1noc(C)c1COc1ccc(C(=O)OCC(=O)OC(C)(C)C)cc1 returned Gli-Sufu antag 2, UBC13 polyUb 6, Jurkat NFkB inh -1, CCR6 antagonist 22, SENP8 inh -8, 697 NFkB inh -1, Apaf-1 inh 16 and EBI2 antag 1.
For O=[N+]([O-])c1ccc(/C=N/n2c(COc3ccccc3)n[nH]c2=S)cc1 the results were Gli-Sufu antag 6, UBC13 polyUb 5, Jurkat NFkB inh 2, CCR6 antagonist 17, SENP8 inh 0, 697 NFkB inh -8, Apaf-1 inh 5 and EBI2 antag 8.
For COc1cc(Cl)c(C)cc1NC(=O)CN1C(=O)C2CCCCC2C1=O (stereo unspecified) the results were Gli-Sufu antag -1, UBC13 polyUb 10, Jurkat NFkB inh 4, CCR6 antagonist -7, SENP8 inh -3, 697 NFkB inh 15, Apaf-1 inh -1 and EBI2 antag 4.
`COc1cc(NC(=O)C2CC2)c(OC)cc1NC(=O)c1ccco1` gave Gli-Sufu antag 34, UBC13 polyUb 0, Jurkat NFkB inh 11, CCR6 antagonist 8, SENP8 inh 7, 697 NFkB inh 11, Apaf-1 inh -5 and EBI2 antag 4.
`Cc1ccc(NC(=O)c2ncn(CC(=O)NCc3ccc4[nH]ccc4c3)n2)cc1C` gave Gli-Sufu antag -28, CCR6 antagonist -4, 697 NFkB inh -15, Apaf-1 inh 20 and EBI2 antag 4.
COc1cc2[nH]c(=O)n(CCC(=O)N3CC=C(c4ccccc4)CC3)c(=O)c2cc1OC was read as Gli-Sufu antag 2, UBC13 polyUb -3, Jurkat NFkB inh -11, CCR6 antagonist -2, SENP8 inh -2, 697 NFkB inh -7, Apaf-1 inh 6 and EBI2 antag -4.
`COc1cc(C(=O)COC(=O)c2ccncc2)cc(OC)c1OC` gave Gli-Sufu antag 4, UBC13 polyUb -7, Jurkat NFkB inh -7, CCR6 antagonist -1, SENP8 inh -13, 697 NFkB inh -9, Apaf-1 inh 11 and EBI2 antag 5.
`Cc1cc(C)nc(SCC(=O)N(C)C)n1` gave Gli-Sufu antag -2, UBC13 polyUb 1, Jurkat NFkB inh 3, CCR6 antagonist 0, SENP8 inh 4, 697 NFkB inh 14, Apaf-1 inh -15 and EBI2 antag 0.
Cc1cccc(-n2ccnc2SCC(=O)Nc2nnc(C)s2)c1 was read as Gli-Sufu antag 5, UBC13 polyUb -12, Jurkat NFkB inh 9, CCR6 antagonist -2, SENP8 inh -5, 697 NFkB inh -13, Apaf-1 inh 4 and EBI2 antag -3.

Overlap with the part before: 2 compounds, then new ones.
`Cc1cc(C)nc(SCC(=O)N(C)C)n1` gave Gli-Sufu antag -2, UBC13 polyUb 1, Jurkat NFkB inh 3, CCR6 antagonist 0, SENP8 inh 4, 697 NFkB inh 14, Apaf-1 inh -15 and EBI2 antag 0.
Cc1cccc(-n2ccnc2SCC(=O)Nc2nnc(C)s2)c1 was read as Gli-Sufu antag 5, UBC13 polyUb -12, Jurkat NFkB inh 9, CCR6 antagonist -2, SENP8 inh -5, 697 NFkB inh -13, Apaf-1 inh 4 and EBI2 antag -3.
CCCNC(=O)COC(=O)c1ccccc1C(=O)N(C)C1CCCCC1 was read as Gli-Sufu antag -5, UBC13 polyUb -4, Jurkat NFkB inh 5, CCR6 antagonist -1, SENP8 inh 0, 697 NFkB inh 14, Apaf-1 inh -10 and EBI2 antag -11.
COc1ccc(NC(=O)CSc2nc(SC)ns2)cc1 was read as Gli-Sufu antag 10, UBC13 polyUb 3, Jurkat NFkB inh -154, CCR6 antagonist 16, SENP8 inh 3, 697 NFkB inh -58, Apaf-1 inh 3 and EBI2 antag 4.
For CC(C)OCCCn1c(SCC(=O)Nc2ccccc2C(F)(F)F)nc2nccnc2c1=O the results were Gli-Sufu antag 3, UBC13 polyUb -4, Jurkat NFkB inh -1, CCR6 antagonist -2, SENP8 inh -6, 697 NFkB inh -14, Apaf-1 inh -12 and EBI2 antag -1.
O=S(=O)(c1ccc(-c2ccccc2)cc1)N1CCCC1 was read as Gli-Sufu antag -3, UBC13 polyUb 8, Jurkat NFkB inh 10, CCR6 antagonist 20, SENP8 inh -5, 697 NFkB inh -1, Apaf-1 inh 10 and EBI2 antag 0.
`CCOCC(=O)Nc1cc(C(=O)OC)cc(C(=O)OC)c1` gave Gli-Sufu antag -28, UBC13 polyUb -9, Jurkat NFkB inh -1, CCR6 antagonist 4, SENP8 inh 3, 697 NFkB inh -12, Apaf-1 inh 8 and EBI2 antag -1.
COc1ccc(/C=N/Nc2nc(Nc3ccccc3)nc(N3CCCC3)n2)cc1 was read as Gli-Sufu antag 14, UBC13 polyUb -2, Jurkat NFkB inh 0, CCR6 antagonist -11, SENP8 inh 1, 697 NFkB inh -6, Apaf-1 inh 17 and EBI2 antag 11.
Cc1ccc(S(=O)(=O)NCC(=O)OCC(=O)N2CCc3ccccc32)cc1 was read as Gli-Sufu antag -12, UBC13 polyUb 10, Jurkat NFkB inh 1, CCR6 antagonist -7, SENP8 inh 2, 697 NFkB inh 3, Apaf-1 inh 4 and EBI2 antag -10.
S=c1[nH]nc(-c2cc3ccccc3o2)n1Cc1ccccc1 was read as Gli-Sufu antag -3, UBC13 polyUb 0, Jurkat NFkB inh -6, CCR6 antagonist 22, SENP8 inh 0, 697 NFkB inh 10, Apaf-1 inh 2 and EBI2 antag 0.
Screening Cc1cc(C)cc(N(CC(=O)Nc2cc(C)ccc2C)S(=O)(=O)c2c(C)[nH]c(=O)[nH]c2=O)c1 returned Gli-Sufu antag 32, UBC13 polyUb -1, Jurkat NFkB inh 1, CCR6 antagonist 14, SENP8 inh 4, 697 NFkB inh 2, Apaf-1 inh 5 and EBI2 antag -1.
For CCOc1ccccc1N1CCN(C(=O)c2csc(C)c2CC)CC1 the results were Gli-Sufu antag 18, UBC13 polyUb 2, Jurkat NFkB inh -1, CCR6 antagonist 5, SENP8 inh 1, 697 NFkB inh 7, Apaf-1 inh 37 and EBI2 antag -1.

Gathered by group, those above with a COOH group (2)
Screening O=C(O)CCS(=O)(=O)c1ccccc1Cl returned Gli-Sufu antag -17, UBC13 polyUb 3, Jurkat NFkB inh 2, CCR6 antagonist 9, SENP8 inh -6, 697 NFkB inh -2, Apaf-1 inh -14 and EBI2 antag 10.
For CCC(C)NC(=O)C1CCN(S(=O)(=O)c2ccc3nc4c(c(C(=O)O)c3c2)CCCCC4)CC1 (stereo unspecified) the results were Gli-Sufu antag 42, UBC13 polyUb -8, Jurkat NFkB inh -9, CCR6 antagonist 8, SENP8 inh 2, 697 NFkB inh -17, Apaf-1 inh 6 and EBI2 antag -7.
